Compound activity as filed in PubChem BioAssay.
HDAC3 inhib – inhibitors of human histone deacetylase 3. O15379. recombinant HDAC3, fluorogenic peptide/trypsin coupled, fluorescence. inhibition, % at 8.3 µM. actives 0.15% (n = 320,000); in the data active = inhibition above about 26%, passing the limit was not always enough; inconclusive = no clear call, values can overlap the other calls
Target sequence (O15379 whole entry, looked up): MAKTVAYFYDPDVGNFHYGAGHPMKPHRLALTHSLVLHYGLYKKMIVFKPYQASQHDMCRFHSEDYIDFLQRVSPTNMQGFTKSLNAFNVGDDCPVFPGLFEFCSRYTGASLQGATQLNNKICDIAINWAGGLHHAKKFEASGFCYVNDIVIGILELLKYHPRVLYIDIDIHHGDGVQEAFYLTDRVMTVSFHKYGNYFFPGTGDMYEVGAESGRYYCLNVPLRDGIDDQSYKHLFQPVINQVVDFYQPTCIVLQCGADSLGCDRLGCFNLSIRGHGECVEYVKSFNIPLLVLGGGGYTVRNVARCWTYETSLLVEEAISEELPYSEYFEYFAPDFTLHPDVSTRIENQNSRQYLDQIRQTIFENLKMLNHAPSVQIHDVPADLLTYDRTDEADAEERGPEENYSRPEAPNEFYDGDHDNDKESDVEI
RGS4 inh – human RGS4 inhibition. P49798. HEK293 M3R/RGS4 inducible, Fluo-4 calcium flux; stronger effect = higher value; triggered by carbachol at its EC20. B-score at 10 µM. actives 0.45% (n = 310,000). AID 463165;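 active = B-score, a plate-corrected calcium signal, over three deviations above library mean, with baseline fluorescence within five deviations of library mean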;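 also: RGS4 expression induced by doxycycline in cells with stable M3 receptor; B-score is computed from the integrated fluorescence ratio over baseline after carbachol; higher B-score means a larger calcium signal and so more RGS4 inhibition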
Target sequence (P49798 whole entry, looked up): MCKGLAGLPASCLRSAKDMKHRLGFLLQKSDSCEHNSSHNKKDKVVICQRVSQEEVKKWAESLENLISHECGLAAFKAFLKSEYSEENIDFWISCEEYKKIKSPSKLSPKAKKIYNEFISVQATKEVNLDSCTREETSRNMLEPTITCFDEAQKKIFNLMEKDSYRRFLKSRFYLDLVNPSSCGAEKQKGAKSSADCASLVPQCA
SKKanGAS inh – inhibitors of SKKanGAS S. pyogenes growth in kanamycin (SK-promoter or general growth effect). AID 1662. actives 1.3% (n = 300,000). BacTiter-Glo, 6 h. inhibition, % at 7.5 µM;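 active = mean replicate score, as percent of positive control median, at least 50; inconclusive = mean below 50 but one replicate at or above 50; inactive = mean and every replicate below 50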;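 also: strain carries kanamycin resistance gene driven by streptokinase promoter and grows in 40 µg/ml kanamycin; loss of luminescence reflects streptokinase promoter inhibition or plain growth inhibition; 0% = median of DMSO wells and 100% = positive control at its reference dose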
ANO1 block – inhibitors of mouse TMEM16A calcium-activated chloride channel; Q8BHY3; HEK293 TMEM16A/YFP iodide influx fluorescence, ionomycin; normalized B-score (activity score, 25-100; higher = stronger inhibition) at 10 µM; actives 1.2% (n = 310,000);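 active = ratio plate-corrected score three or more library SD toward inhibition, starting fluorescence score within five deviations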;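 also: score derived from kinetic fluorescence span divided by baseline fluorescence per well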
MrgX1 antag – human MrgX1 receptor antagonism, primary screen. Q96LB2. MRGX1-HEK293 calcium flux, Fluo-4, BAM8-22 antagonism; stronger effect = lower value. B-score at 10 µM. actives 1.3% (n = 310,000). AID 588676;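 active = calcium-response B-score plate-corrected more than 3 library SD below zero, starting fluorescence within 5 deviations, no agonist response on first addition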;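 also: peak minus trough fluorescence over baseline after final BAM8-22 challenge near maximal dose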
Target sequence (Q96LB2 whole entry, looked up): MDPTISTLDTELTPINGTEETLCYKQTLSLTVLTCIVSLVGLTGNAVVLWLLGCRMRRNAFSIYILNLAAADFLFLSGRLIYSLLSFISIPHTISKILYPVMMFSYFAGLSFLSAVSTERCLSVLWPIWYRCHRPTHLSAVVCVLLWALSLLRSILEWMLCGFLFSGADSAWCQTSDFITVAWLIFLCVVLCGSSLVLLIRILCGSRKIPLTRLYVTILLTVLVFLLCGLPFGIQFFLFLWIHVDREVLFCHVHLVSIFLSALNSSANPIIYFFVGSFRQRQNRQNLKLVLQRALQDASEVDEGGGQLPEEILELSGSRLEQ
MrgX1 agonist – activates human MrgX1 receptor signaling. B-score at 10 µM. AID 588627. actives 0.44% (n = 310,000). MrgX1-HEK293 cells, Fluo-4 calcium fluorescence, agonist mode; stronger effect = higher value;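 active = calcium response B-score plate-corrected fluorescence ratio at least 3 library SD, with starting fluorescence B-score inside 5 SD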
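System: HEK293 cells stably expressing human MrgX1 receptor; Dosing: test compound in the initial addition of three; Schedule: overnight plating, then 30 min 37 °C plus 30 min room-temperature dye loading; Detection: kinetic calcium dye fluorescence, Fluo-4 NW; Controls: per-plate positive and negative controls for Z′ factor.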
RGS4 act – potentiators or activators of RGS4; actives 0.92% (n = 310,000); HEK293 M3R/inducible RGS4, carbachol calcium flux Fluo4; stronger effect = lower value; B-score at 10 µM; AID 463111;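 active = B-score of the integrated calcium signal more than 4 SD below the library mean, with starting fluorescence not abnormally high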;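 also: negative B-score means reduced calcium response which marks RGS4 activation or potentiation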
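test system = M3R-expressing HEK293 line, RGS4 induced by doxycycline | probe or stimulus = carbachol at ECmax as muscarinic agonist stimulus | timing = dye loading 30 min 37 °C, buffer rest 30 min RT | signal = calcium dye Fluo4 fluorescence | evaluation = B score from integrated fluorescence ratio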
MrgX1 PAM – human MrgX1 positive allosteric modulation, primary screen; Q96LB2; MrgX1-HEK293, Fluo-4 calcium flux, FDSS; stronger effect = higher value; B-score at 10 µM; actives 0.63% (n = 310,000); AID 588675;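 active = plate-corrected calcium response at least 3 library SD above typical, normal starting fluorescence, not activating the receptor alone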;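 also: compound read alongside a low EC10 to EC30 dose of BAM8-22 agonist; peak minus trough fluorescence over baseline measured at the second addition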
TRPC6 inhibitor – blocks the mouse TRPC6 cation channel; Q61143; HEK293-TRPC6, membrane potential dye, ACh-evoked depolarization; stronger effect = lower value; B-score at 10 µM; actives 1.1% (n = 310,000);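 active = B-score under library mean minus 3 SD, initial fluorescence not abnormally high, positive integrated signal ratio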;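 also: B-score derived from integrated fluorescence ratio over the kinetic read; more negative B-score means stronger inhibition of depolarization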
TMEM16A act – activates or potentiates the mouse TMEM16A chloride channel; actives 0.3% (n = 340,000); B-score at 10 µM; Q8BHY3; HEK293 TMEM16A/YFP-H148Q/I152L, iodide quench fluorescence; stronger effect = lower value;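 active = fluorescence-ratio B-score plate-corrected deviation score at least 3 library SD below zero, with starting fluorescence score within 5 deviations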;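 also: channel opened by trigger with iodide after compound preincubation; score built on the fluorescence ratio of max minus min over baseline; more negative score means more quench and so TMEM16A activation or potentiation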
TRPC6 activator – activators of mouse TRPC6 channel. actives 0.13% (n = 310,000). AID 2550. B-score at 10 µM. Q61143. HEK293-TRPC6 membrane potential dye fluorescence; stronger effect = higher value;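 active = B-score of the integrated fluorescence ratio above library mean plus 3 SD, and starting fluorescence ratio within library mean plus 5 SD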;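 also: higher score means more depolarization so channel activation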
The depositor's hits bear a star; i = inactive; ? = inconclusive; . = not tested or not shown. This is a random part of the collection; about 6.7% have a hit in one of these screens.

canonical_smiles	RGS4 act	HDAC3 inhib	RGS4 inh	SKKanGAS inh	MrgX1 antag	ANO1 block	TRPC6 activator	MrgX1 PAM	MrgX1 agonist	TMEM16A act	TRPC6 inhibitor
CC(C)(C)N1C(=O)c2ccc(C(=O)Nc3ccc(-c4nc5ccccc5[nH]4)cc3)cc2C1=O	i	1	i	4	i	i	i	i	i	i	i
Cc1ccc(C(=O)OCC(=O)Nc2ccccc2)cc1NC(=O)c1ccco1	i	3	i	-5	i	i	i	i	i	i	i
CC(C)(O)C#Cc1ccc(CN2CCC(CO)(CCc3ccccc3)CC2)cc1	i	-9	i	4	i	i	i	i	i	i	i
CC(C)CN(C(=O)COC(=O)COc1ccc2c(c1)CCC2)c1c(N)n(Cc2ccccc2)c(=O)[nH]c1=O	i	-6	i	-4	i	i	i	i	i	i	i
CNCCC=C1c2ccccc2C=Cc2ccccc21	.	8	.	.	i	i	.	i	i	i	.
COc1cccc(CNC(=O)CCNC(=O)C2CCN(S(=O)(=O)c3ccccc3)CC2)c1	i	-8	i	-2	i	i	i	i	i	i	i
CC(C)C[C@H](NC(=O)c1nc[nH]c1C(=O)NCc1ccc(CNC(=O)OC(C)(C)C)cc1)C(=O)OCc1ccccc1	i	?	i	20	i	i	i	i	i	i	i
COc1cccc(OCc2nnc3n2N=C(c2ccccc2)C(CC(=O)O)S3)c1 (centres undefined)	i	4	i	8	i	i	i	i	i	i	i
CCN(CC)c1ccc(/C=C(/C#N)C(=O)NC(C)C)o1	i	15	i	-3	i	i	i	i	i	i	i
Nc1ccccc1N=Cc1ccc(-c2cccc(Cl)c2)o1	i	-28	i	-5	i	i	i	i	i	i	i
Cc1ccc(OCC(=O)Nc2ccc3c(c2)CCC3)c([N+](=O)[O-])n1	i	0	i	5	i	i	i	i	i	i	i
COc1cc(CNc2ccc(N3CCCCC3)cc2)ccc1OCC(=O)NC(C)(C)C	i	5	i	-3	i	i	i	i	i	i	i
CCOC(=O)/C(C#N)=C/c1ccc(OC(=O)c2ccccn2)cc1	i	5	i	-2	i	i	i	i	i	i	i
O=C(Nc1ccc2[nH]c(=S)sc2c1)c1ccccc1	i	-1	i	7	i	i	i	i	i	i	i
CCN=C1SC(CC(=O)NCCc2ccc(OC)cc2)C(=O)N1CC (centres undefined)	i	-1	i	-4	i	i	i	i	i	i	i
CC(C)=CCN1CCN(Cc2cnc(N3CCOCC3)s2)CC1CCO (centres undefined)	i	1	i	-1	i	i	i	i	i	i	i
O=C(N/N=C/c1ccc[nH]1)c1ccc(O)cc1	i	-6	i	-2	i	i	i	i	i	i	i
O=C(Nc1ccc(F)c(F)c1)c1cc(S(=O)(=O)N2CCN(c3ccccn3)CC2)ccc1F	i	2	i	20	i	i	i	i	i	i	i
C=CCNC(=O)/C(C#N)=C/c1cn(-c2ccccc2)nc1-c1ccc(OC)c([N+](=O)[O-])c1	i	-1	i	6	i	i	i	i	i	i	i
C=CCc1ccc(OCCOCCOc2cccc3cccnc23)c(OC)c1	i	6	i	-9	i	i	i	i	i	i	i
O=C(c1ccco1)N1CCN(c2nc(C3CC3)nc3c2nnn3Cc2ccccc2Cl)CC1	i	3	i	45	i	i	i	i	i	i	i
CCN(CC)CCNC(=O)C1CCC(=O)N(c2ccc(OC)cc2)C1c1ccc(F)cc1 (centres undefined)	.	-10	.	.	i	i	.	i	i	i	.
Cc1cc(C)n2c(SCc3ccc(Cl)cc3Cl)nnc2n1	i	7	i	17	i	i	i	i	i	i	i
CCOC(=O)c1sc(NC(=O)CSc2nc(-c3ccco3)cc(C(F)(F)F)n2)c(C(=O)OC)c1C	i	-8	i	9	i	i	i	i	i	i	i
Cn1c(=O)oc2cc(S(=O)(=O)Nc3cccc4c3CCCC4)ccc21	i	3	i	-1	i	i	i	i	i	i	i
CC(=O)N1CCC(=NNc2ccc(S(=O)(=O)N3CCOCC3)cc2[N+](=O)[O-])CC1	i	2	i	-6	i	i	i	i	i	i	i
Cc1cccc(C)c1NC(=O)COC(=O)c1cc(=O)c2ccccc2o1	i	0	i	4	i	i	i	i	i	i	i
Cc1ccc(C)c(N2CCN(CCCNC(=O)Cn3cc4c(n3)CCC(C)C4)CC2)c1 (centres undefined)	i	1	i	2	i	i	14*	i	i	i	i
CCCCC(=O)NC(c1ccc(OC)c(OC)c1)c1c(O)ccc2ccccc12 (centres undefined)	i	1	i	0	i	i	i	i	i	i	i
COc1ccc(COCC(O)CN2CCC(C(N)=O)CC2)cc1 (centres undefined)	i	-11	i	0	i	i	i	i	i	i	i
CC(=O)Nc1ccc(S(=O)(=O)N2CCN(C(=O)c3ncoc3-c3cccc(C)c3)CC2)cc1	i	5	i	-3	i	i	i	i	i	i	i
CC1(C)Cc2cccc(OCC(=O)N3CCN(S(=O)(=O)c4ccccc4F)CC3)c2O1	i	-1	i	-4	i	i	i	i	i	i	i
Cc1cc(/C=N/NC(N)=O)c(C)n1-c1ccc(F)cc1	i	2	i	1	i	i	i	i	i	i	i
CCOC(=O)c1c(C)cccc1OCC(N)=O	i	2	i	.	i	i	i	i	i	i	i
CCOc1ccc(NS(=O)(=O)c2ccc3c(c2)n(C)c(=O)n3C)cc1	i	-2	i	2	i	i	i	i	i	i	i
CCN(CC)c1ccc(NC(=O)c2ccc(Br)o2)cc1	i	5	i	-2	i	i	i	i	i	i	i
Cc1cc(OC(=O)c2ccco2)c2c(C)cc(=O)oc2c1	i	6	i	-8	i	i	i	i	i	i	i
COc1ccc(CCNCc2cc(C)n(-c3ccc(OC)cc3)c2C)cc1	i	-4	i	-8	i	i	i	i	i	i	i
Cc1ccccc1CN1CCN(C(=O)c2cc(-c3ccncc3)nc3ccccc23)CC1	-7.1*	-5	i	1	i	i	i	i	i	i	i
CCC1(C)Cc2nc3[nH]c(=S)n(-c4ccccc4C)c(=O)c3cc2CO1 (centres undefined)	i	.	i	-10	i	i	i	i	i	i	i
COCc1cc(C)nc(N2CCNCC2)c1C#N	i	5	i	3	i	i	i	i	i	i	i
CCc1nnc(NC(=O)CSc2nnc(CNC(=O)c3cc(OC)c(OC)c(OC)c3)o2)s1	i	-1	i	-6	i	i	i	i	i	i	i
COc1cc(NC(=O)CSc2ncnc3sc4c(c23)CCC(C)C4)c(C(=O)O)cc1OC (centres undefined)	i	2	i	8	i	i	i	i	i	i	i
CC(CC(=O)Nc1ccc(Br)cc1F)S(=O)(=O)c1ccc2c(c1)NC(=O)CO2 (centres undefined)	i	-4	i	-3	i	i	i	i	i	i	i
COc1cccc(CN2CCN(Cc3cccc(Br)c3)CC2)c1OC	i	1	i	4	i	i	i	i	i	i	i
CC(=O)c1cccc(NC(=O)C2CCCC2)c1	i	-2	i	-3	i	i	i	i	i	i	i
COc1cccc(/C=N/NC(=O)CNC(=O)c2ccncc2)c1O	i	16	i	-1	i	i	i	i	i	i	i
CCOC(=O)CSc1nnc2c(n1)C1(C)CCC2C1(C)C (centres undefined)	i	1	i	0	i	i	i	i	i	i	i
Cc1cc(C)n2nc(C(=O)N3CCCC(N4CCN(c5ccccc5C)CC4)C3)cc2n1 (centres undefined)	i	.	i	-4	.	.	i	.	.	i	i
Cc1cc(C)c(OCCCCCn2ccnc2)c(C)c1	i	1	i	12	i	i	i	i	i	i	i
COc1ccc(N(C(=O)c2cccc([N+](=O)[O-])c2)S(=O)(=O)c2ccc3c(c2)n(C)c(=O)n3C)cc1	i	0	i	17	i	100*	i	i	i	i	i
O=C(O)CC1COc2ccccc2N1C(=O)c1ccccc1Cl (centres undefined)	i	-4	i	3	i	i	i	i	i	i	i
CCC(=O)N1CCN(c2ccc(NC(=O)c3ccc4ccccc4c3)cc2)CC1	i	-7	i	2	i	i	i	i	i	i	i
O=Cc1ccc(OCCOc2ccc([N+](=O)[O-])cc2)cc1	i	3	i	6	i	i	i	i	i	i	i
CCn1c(SCC(=O)NC(C)(C)C)nc(O)cc1=O	i	.	i	-4	i	i	i	i	i	i	i
COCCCNC(=O)c1cccc(C(=O)NCCCOC)c1	i	2	i	-5	i	i	i	i	i	i	i
O=C(N/C(=C/c1ccc(Br)cc1)C(=O)N1CCOCC1)c1cccs1	i	-7	i	12	i	i	i	i	i	i	i
CCCCCC(=O)N1CCN(CCN=CC2=C(O)CC(c3ccc(OC)c(OC)c3)CC2=O)CC1 (centres undefined)	i	-4	i	2	i	i	i	i	i	i	i
CC(C)[C@@H]1COC(c2cccc(C3=N[C@H](C(C)C)CO3)c2)=N1	i	11	i	-5	i	i	i	i	i	i	i
O=Cc1ccccc1OS(=O)(=O)c1ccccc1	i	7	i	4	i	i	i	i	i	i	i
CCC(=O)C1CCCN(C(=O)CCc2nnc(C3(c4ccc(Cl)cc4)CCC3)o2)C1 (centres undefined)	i	2	i	-3	i	i	i	i	i	i	i
CCn1c(SCC(=O)Nc2ccc(NC(=O)c3ccco3)c(OC)c2)nc2ccccc2c1=O	i	-3	i	6	i	i	i	i	i	i	i
CCCCn1c(SCC(=O)OCC)nnc1-c1ccoc1C	i	-6	i	-1	i	i	i	i	i	i	i
